AmpC inh no detg: qHTS Inhibitors of AmpC Beta-Lactamase (assay without detergent) | P00811 | AmpC nitrocefin hydrolysis, absorbance 480 nm, 0.0001% Triton | Potency, µM (series often up to 57.1 µM), for inactives: at the top dose activity change, negative = inhibition, usual class: inhibitors | 330,000 compounds, 0.52% hits | AID 485341, 2010;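 note: potency is the fitted concentration of half-maximal effect; plate controls were no compound for no effect and no enzyme for full effect; nearly all actives have a fitted effect of over 20% in size; some results filed as inactive show a strong effect at the top dose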
Target sequence (P00811 whole entry, looked up): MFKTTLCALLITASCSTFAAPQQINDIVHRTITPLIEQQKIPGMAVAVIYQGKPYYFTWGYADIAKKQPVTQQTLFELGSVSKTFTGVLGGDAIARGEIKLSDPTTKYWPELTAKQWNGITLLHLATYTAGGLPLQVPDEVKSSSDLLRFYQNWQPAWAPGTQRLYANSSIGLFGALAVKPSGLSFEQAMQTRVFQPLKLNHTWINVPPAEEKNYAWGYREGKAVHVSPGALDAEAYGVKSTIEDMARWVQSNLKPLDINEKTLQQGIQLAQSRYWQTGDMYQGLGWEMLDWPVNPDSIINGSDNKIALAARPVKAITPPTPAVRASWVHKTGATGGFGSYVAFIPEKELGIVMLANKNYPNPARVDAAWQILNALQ
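AmpC (5.3 nM in the dispensed reagent) in 20 mM phosphate pH 7.0 with 0.01% (detergent screen) or 0.0001% Triton X-100 was preincubated with compounds for 15 min at room temperature. Nitrocefin was then added from an 800 uM solution, and hydrolysis was followed at 480 nm.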
HCV inh: qHTS Assay for Inhibitors of Hepatitis C Virus (HCV) | Huh7.5.1 HCVcc-Cre infection, luciferase reporter, 44 h | Potency, µM (highest dose often 41.8 µM), without a hit: at the top dose activity change, negative = inhibition, most hits filed as inhibitors | 340,000 compounds, 3.4% hits; note: potency is the fitted concentration of half-maximal effect
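Cells seeded at 1,000/well and cultured 4 h, then compounds added followed by HCVcc-Cre virus (~0.5 moi). After 44 h further culture, luciferase substrate was added, plates held 15 min at room temperature, and luminescence read for 15 sec.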
LmPK inhibitor: qHTS Assay for Inhibitors of Leishmania Mexicana Pyruvate Kinase (LmPK); Q27686; purified LmPK, Kinase-Glo ATP luminescence, 1 h; Potency, µM (top dose mostly 57.5 µM), for inactives: top-dose activity change, negative = inhibition, actives largely listed as inhibitors; 290,000 compounds, 0.37% hits; AID 1721, 2009; note: potency is the fitted concentration of half-maximal effect
Target sequence (Q27686 whole entry, looked up): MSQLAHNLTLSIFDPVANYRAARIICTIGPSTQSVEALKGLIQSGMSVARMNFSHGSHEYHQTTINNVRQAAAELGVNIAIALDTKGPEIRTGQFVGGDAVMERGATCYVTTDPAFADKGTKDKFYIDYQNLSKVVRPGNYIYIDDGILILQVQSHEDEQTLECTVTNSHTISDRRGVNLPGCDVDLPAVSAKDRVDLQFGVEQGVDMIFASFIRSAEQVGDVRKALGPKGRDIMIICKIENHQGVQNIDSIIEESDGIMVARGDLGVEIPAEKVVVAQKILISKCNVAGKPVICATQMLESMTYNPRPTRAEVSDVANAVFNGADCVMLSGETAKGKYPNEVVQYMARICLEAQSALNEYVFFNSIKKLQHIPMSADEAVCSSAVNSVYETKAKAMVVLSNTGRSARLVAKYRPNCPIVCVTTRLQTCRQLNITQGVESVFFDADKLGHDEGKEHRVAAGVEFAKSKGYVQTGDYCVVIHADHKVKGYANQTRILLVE
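Screened at intermediate enzyme activity to detect both inhibitors and activators: LmPK at 0.1 nM, with a 0.5 nM enzyme column as activation reference. PEP 0.5 mM, ADP 0.1 mM; ATP detected by luminescence after 1 h.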
AmpC detergent: qHTS Inhibitors of AmpC Beta-Lactamase (assay with detergent); AmpC hydrolysis of nitrocefin, absorbance 480 nm, 0.01% Triton; P00811; Potency, µM (doses to about 114 µM), inactives show at the highest dose activity change, negative = inhibition, most hits filed as inhibitors; 370,000 compounds, 0.041% hits; AID 485294, 2010;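 note: potency is the fitted concentration of half-maximal effect; 0% = no-compound wells and -100% = no-enzyme wells; nearly all actives have a fitted effect of over 25% in size; some results filed as inactive show a strong effect at the top dose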
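AmpC (5.3 nM in the dispensed reagent) in 20 mM phosphate pH 7.0 with 0.01% (detergent screen) or 0.0001% Triton X-100 was preincubated with compounds for 15 min at room temperature. Nitrocefin was then added from an 800 uM solution, and hydrolysis was followed at 480 nm.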
AMA1-RON2 inh: qHTS for Inhibitors of AMA1-RON; Towards Development of Antimalarial Drug Lead: Primary Screen; AlphaScreen AMA1-biotinylated RON2 peptide binding; Potency, µM (doses to about 58.2 µM), for inactives: at the top dose activity change, negative = inhibition, most hits filed as inhibitors; 360,000 compounds, 0.2% hits; AID 720542, 2013;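 note: potency is the fitted concentration of half-maximal effect; 0% = vehicle wells and -100% = peptide control; nearly all actives have a fitted effect of over 45% in size; some results filed as inactive show a strong effect at the top dose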
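AMA1 (3D7) with his tag at 25 nM final met compounds first, then biotinylated RON2 peptide at 25 nM; detection used donor plus acceptor beads, 10 µg/mL apiece, read by AlphaScreen after 30 min at room temperature.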
HCMV antiviral: qHTS Assay for inhibitors of the human cytomegalovirus (HCMV); HFF cells, HCMV-luciferase reporter, 72 h; stronger effect = lower value; activity change, negative = inhibition, % at 57.5 µM; 410,000 compounds, 4.5% hits; in the data active = activity change below about -60%; inconclusive = no clear call, values can overlap the other calls; inactive = above about -39%
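Two compound doses tested in HFFs infected with HCMV-luciferase, MOI 1 PFU/cell, 72 h at 37C. Lysate luminescence read with OneGlo; data normalized against buffer-only and 10uM Salinomycin inhibitor controls.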
TbPYK inhibitor: qHTS of Trypanosoma Brucei Inhibitors; pyruvate kinase (Trypanosoma brucei), Q57TT1; TbPYK enzyme, Kinase-Glo Plus ATP luminescence, 45 min; Potency, µM (doses to about 76.8 µM), for inactives: top-dose activity, negative = inhibition, usual class: inhibitors; 410,000 compounds, 0.12% hits; AID 624173, 2012; note: potency is the fitted concentration of half-maximal effect; nearly all actives have a fitted effect of over 50% in size
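Glycolytic pyruvate kinase of T. brucei was incubated with substrate, test compound and 130 uM ADP for 45 minutes at room temperature. Luminescent Kinase-Glo Plus signal was measured after 10 minutes.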
The depositor's hits bear a star; ? = inconclusive; · = no result given; & = joins results of further samples; [ ] = dose if it differs, or a comment. Unless noted, calls come from the whole dose curve; as a rule, active = well fitted curve in the direction sought with a large enough effect; inconclusive = small, poorly fitted or top-dose-only effect, or another doubt; inactive = no such curve, though single readings can be large; an effect the other way counts as inactive or inconclusive. Unless noted, % is set by controls: 0 for no effect and ±100 for the full control effect. Hits appear at their usual frequency; any-hit rate near 7.5%.

SMILES	AmpC inh no detg	HCV inh	LmPK inhibitor	AmpC detergent	AMA1-RON2 inh	HCMV antiviral	TbPYK inhibitor
O=C(Cn1c(=O)n(-c2ccc(F)cc2)c(=O)c2sccc21)N1CCCC1	-8%	-19%	0%	-9%	3%	-8	1%
CCn1c(-c2ccccc2Cl)nn(CC(=O)Nc2ccc(OC)cc2)c1=S	1%	-30%	-5%	-7%	-4%	-20	0%
N/C(Cc1ccc([N+](=O)[O-])cc1)=N\OC(=O)C1CCCCC1	218%[activator]	12%	0%	-10%	-16%	24	-5%
CC(C)N(CCC(=O)c1ccc2ccccc2c1)Cc1ccccc1	-22%	-27%	·	?	6%	-77*	0%
CC(NC(=O)CSc1nnc(-c2cc3cc(Cl)ccc3o2)n1C)c1ccccc1 (stereo not drawn)	94%[activator]	?	2%	0%	-7%	28	1%
Cc1nc(N)ncc1Sc1ccccc1	-3%	-3%	3%	-2%	-3%	-1	2%
Cc1cc2cc(CN(Cc3nnnn3C3CCCCC3)CC3CCCO3)c(=O)[nH]c2cc1C (stereo not drawn)	-4%	-2%	0%	-17%	-7%	?	16%
Cn1c(=O)[nH]c(=O)c2[nH]c(CO)nc21	·	18%	·	·	8%	16	-11%
Oc1ccccc1CNCc1ccccc1	-6%	23%	2%	-11%	0%	9	5%
CC[C@@H]1CCCCc2ccccc2[C@H](C(=O)C[C@@H](O)CC(C)=O)OC1=O	29%	-4%	·	·	2%	7	4%
Cc1ccccc1CSCC(=O)Nc1ccccc1F	-24%	-6%	5%	?	10%	72	-1%
Cc1cc(C)c2c(=O)[nH]c(SCC(=O)N3CCOCC3)nc2n1	-7%	0%	-9%	8%	-1%	0	-3%
CCc1ccccc1NC(=O)NCc1ccccn1	-13%	8%	-13%	4%	-5%	-38	-11%
CC1(NC(=O)c2cccc(S(=O)(=O)N3CCCc4ccccc43)c2)CCS(=O)(=O)C1 (stereo not drawn)	0%	4%	·	-9%	15%	-22	-28%
C/C(CC(=O)c1ccccc1)=N\NC(=O)CC#N	-2%[2.29 µM]	5%	0%	0%	100%[activator]	17	2%
CN(C)C(CNC(=O)c1ccc(Br)cc1)c1ccco1 (stereo not drawn)	-2%	7%	4%	2%	0%	-37	10%
CCN(CC)P(=O)(/C(Cl)=C\Nc1c(C)n(C)n(-c2ccccc2)c1=O)N(CC)CC	32%	9%	2%	-3%	11%	54	4%
O=C(Nc1ccc(F)cc1F)NC1CCCCCCC1	-35%	-12%	7%	7%	-2%	39	-5%
c1ccc(-c2oc3ncnc(NCCCn4ccnc4)c3c2-c2ccccc2)cc1	179%[activator]	11µM*	1%	-12%	-28%	·	1%
O=C(C1CCN(S(=O)(=O)N2CCCCC2)CC1)N1CCCCC1	-13%	17%	0%	-19%	-25%	-27	-10%
CC(C)=CCC/C(C)=C/CC(C)(C)CNCCN1CCNCC1	82%[activator]	·	0%	1%	·	·	·
Cc1cc(C)nc(N/N=C/c2ccc(N3CCOCC3)cc2)n1	-20%	24%	0%	-1%	58%[activator]	-19	6%
O=C(NN1CCOCC1)c1ccc(S(=O)(=O)N2CCCCC2)cc1	-16%	19%	-2%	4%	7%	33	1%
COc1ccc2ccc3cccc[n+]3c2c1	·	?	·	·	6%	12	3%
CCOc1ccc(CCN2C(=O)C(=O)N([C@H](CCCN(C)Cc3ccccc3)CNCc3ccccc3)C[C@@H]2C(C)C)cc1	136%[activator]	·	2%	1%	·	·	·

Pulled by compound from above, four records:
SMILES	AmpC inh no detg	HCV inh	LmPK inhibitor	AmpC detergent	AMA1-RON2 inh	HCMV antiviral	TbPYK inhibitor
CC(C)=CCC/C(C)=C/CC(C)(C)CNCCN1CCNCC1	82%[activator]	·	0%	1%	·	·	·
Cc1cc(C)c2c(=O)[nH]c(SCC(=O)N3CCOCC3)nc2n1	-7%	0%	-9%	8%	-1%	0	-3%
Cc1ccccc1CSCC(=O)Nc1ccccc1F	-24%	-6%	5%	?	10%	72	-1%
CC[C@@H]1CCCCc2ccccc2[C@H](C(=O)C[C@@H](O)CC(C)=O)OC1=O	29%	-4%	·	·	2%	7	4%

(cont.)
SMILES	AmpC inh no detg	HCV inh	LmPK inhibitor	AmpC detergent	AMA1-RON2 inh	HCMV antiviral	TbPYK inhibitor
CN1CCC(N(C)C(=O)c2ccc(Cl)c(S(=O)(=O)N3CCc4ccccc43)c2)CC1	83%[activator]	?	·	·	8%	1	2%
O=S(=O)(Nc1nccs1)c1ccc(Br)cc1	-36%	0%	-1%	8%	-20%	7	3%
COc1ccc(CCNC(=O)C2CC(c3ccccc3[N+](=O)[O-])=NO2)cc1 (stereo not drawn)	-13%	-13%	-5%	?	-2%	59	0%
O=C1NN=C2CCCCCCCCCCC12 (stereo not drawn)	·	·	·	·	4%	-18	-10%
COc1ncnc2c1ncn2CCCNCC(c1ccccc1)c1ccccc1	·	·	·	·	8%	-11	4%
Oc1[nH]c(N=C2N=c3ccccc3=N2)c2ccccc12	-32%	-26%	-12%	-10%	100%[activator]	-97*	3%
Cc1ccc(S(=O)(=O)/N=C2\C(=O)c3ccccc3C([O-])=C2n2cc[n+](CCC(C)C)c2)cc1	-12%	18µM*	-6%	6%	0%	·	-6%
Cc1cccc(OCc2nnc(SCC(=O)Nc3ccc(C)cc3C)o2)c1	·	·	·	-3%	·	2	-8%
CN(C)S(=O)(=O)n1cc(/C=C(\NC(=O)c2ccccc2)C(=O)NCCCN2CCOCC2)c2ccccc21	193%[activator]	?	-13%	0%	0%	0	0%
c1ccc(-c2nc(-c3cccnc3)cs2)cc1	-8%	?	3%	5%	-1%	2	1%
CCc1ccccc1S(=O)(=O)Cc1ccc(C(=O)NCc2ccc3c(c2)OCO3)o1	-28%	?	3%	-13%	23%	-1	7%
COc1ccc(C(=O)N(C)C(C)c2nccs2)cc1OC1CCN(C(C)=O)CC1 (stereo not drawn)	·	·	·	·	6%	15	4%
COC(=O)C1CCN(C(=O)COC(=O)c2oc3ccccc3c2C)CC1	4%	6%	·	-1%	9%	2	7%
CN(CC(=O)Nc1cccc(F)c1)CC(=O)N1CCc2ccccc21	4%	7%	·	3%	13%	5	-10%
Cc1cc(C)c(S(=O)(=O)Nc2cccc(/C=C/C(=O)O)c2)c(C)c1	-25%	8%	4%	-15%	3%	-30	11%
COC(C[C@@H]1O[C@@H]1C(=O)[C@H](C)OCc1ccccc1)OC	·	19%	·	·	-1%	20	3%
COc1cccc(CN2CC(C(=O)NCCOc3cccnc3)CCC2=O)c1 (stereo not drawn)	-10%	22%	-6%	3%	2%	15	5%
COc1ccc(C(C)(C)C)cc1NC(=O)Nc1ccc2c(c1)OCO2	-41%	?	0%	5%	-22%	13	1%
O=C(Nc1ccccc1NC(=O)NC1CCCCC1)NC1CCCCC1	-13%	13µM*	2%	-1%	7%	-106*	-8%
CCOC(=O)c1c(CN2CCCCC2)n(C)c2cc(Br)c(O)c(CN(C)C)c12	-2%	-3%	5%	-16%	11%	·	-25%
O=C(O)CC(CNS(=O)(=O)c1cccc2nsnc12)c1ccccc1 (stereo not drawn)	2%	9%	2%[11.5 µM]	1%	-11%	-15	2%
Cc1nc2c(-c3ccc(F)cc3)c(C)nn2c(C)c1CCC(=O)NCc1ccc(F)cc1	·	·	·	4%	·	7	-3%
COc1ccc(NC(=S)NC2CCS(=O)(=O)C2)cc1 (stereo not drawn)	-19%	7%	-1%	-4%	-3%	-39	4%
Cc1ccc(-c2c3c([nH]c(=S)c2C#N)CCCC3)o1	-46%	-6%	5%	-17%	57%[activator]	-36	?
O=C(N/N=C/c1cc(O)ccc1[N+](=O)[O-])c1ccc2c(c1)OCCO2	-40%	13%	-9%	0%	-12%	31	-2%
Further structures
SMILES	AmpC inh no detg	HCV inh	LmPK inhibitor	AmpC detergent	AMA1-RON2 inh	HCMV antiviral	TbPYK inhibitor
COc1ccc(N2CCN(C(CNC(=O)Oc3ccccc3)c3cccnc3)CC2)cc1 (stereo not drawn)	179%[activator]	-27%&9%	-5%	1%	-6%	-4	0%
CN(C)c1ccc(/C=N/NC(=O)CCC(=O)NCc2ccccc2)cc1	-23%	17%	0%	-12%	18%	-7	-3%
O=C1CCCC(=O)N1c1ccc(NCCOCCO)c([N+](=O)[O-])c1	-14%	?	-3%	1%	12%	34	-18%
CCCCOC(=O)c1ccc(NC(=O)Cn2nnc3sc4c(c3c2=O)CCCC4)cc1	·	·	·	23%	·	-9	2%
COc1ccc(S(=O)(=O)N2CCCC(C(=O)NC3CCCCC3)C2)cc1 (stereo not drawn)	-36%	0%	0%	?	6%	-15	8%
CC1(C)[C@@H](O)CC[C@]2(C)C3C(O)C=C4[C@H]5C[C@@](C)(C(=O)O)CC[C@]5(C)CC[C@]4(C)[C@]3(C)CC[C@@H]12 (stereo partly drawn)	-25%	·	3%	0%	·	·	·
CN(C)C=Nc1nonc1-c1ccc(Cl)cc1	-15%	-10%	0%	-12%	6%	-2	-1%
O=C(NCCc1ccccc1)c1ccc2nc(N3CCOCC3)sc2c1	0%	-13%	-3%	?	-1%	-8	1%
O=C(CN(Cc1ccc(F)cc1)C(=O)Cn1nnc2ccccc21)NCC1CCCO1 (stereo not drawn)	-13%	-2%	-2%	-9%	3%	·	0%
CC(=O)c1cccc(NS(=O)(=O)c2cc(OCC(N)=O)c(C)cc2Cl)c1	-12%	14%	1%	-8%	-7%	52	-8%
O=C(NCC1COc2ccccc2O1)C1CCN(S(=O)(=O)c2ccc(Cl)cc2)CC1 (stereo not drawn)	6%	11µM*	·	-15%	-6%	-8	5%
COCCN(C(=O)c1cc(-c2ccncc2)nc2ccccc12)c1c(N)n(CC(C)C)c(=O)[nH]c1=O	-4%	1%	·	-13%	-5%	-9	1%
Fc1ccccc1OCCSc1nnnn1-c1ccccc1	7%	-2%	11%	-4%	39%[activator]	161	-2%
O=C(CCc1nc2ccccc2c(=O)[nH]1)OCc1cccc(C(F)(F)F)c1	-28%	15%	1%	-1%	4%	0	2%
CC1CC(C)CN(C(=O)C(C)N(C)CC(=O)Nc2ccc(Cl)cc2)C1 (stereo not drawn)	90%[activator]	?	-1%	?	?	-22	42%[activator]
C(=NN=C1c2ccccc2-c2ccccc21)c1c[nH]c2ccccc12	·	?	·	·	-23%	25	-7%

Bioassay records from PubChem BioAssay.
